HCT116 PTEN-null: growth suppression of PTEN-null HCT116, primary screen, cell-based, CellTiter-Glo. HCT116 PTEN-null viability, 60 h; active compounds read low. viability, % at 10 µM. 140,000 compounds, 1.2% hits. AID 827, 2007;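 active means viability at or below a set limit, 4 SD under the median of all tested compounds, cut at about 3.7% in these data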;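 further: PTEN knockout HCT116 line with beta catenin targeted HCT116 as companion control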
MRP1 act: H69AR viability gain despite doxorubicin, primary screen, MRP-1 activator project, H69AR cells, CellTiter-Glo; viability rescue; viability increase, % at 10 µM; 140,000 compounds, 0.61% hits; AID 799, 2007;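 active means viability gain under doxorubicin at or above a set limit, the compound median plus 3 SD, cut at about 4.7% in these data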;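 further: MRP-1 overexpressing cells given doxorubicin 25 µM after compound pretreatment; 18-22 h compound pretreatment then 72 h with doxorubicin before readout; 0% = doxorubicin-only wells and 100% = vehicle-treated cells without doxorubicin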
Yeast lifespan up: compounds extending yeast replicative lifespan, primary screen, S. cerevisiae, OD615. inhibition of the nicotinamide effect, % at 10 µM. 130,000 compounds, 0.68% hits. S. cerevisiae growth with nicotinamide; deaD strain in restrictive glucose medium;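 active means inhibition above a set limit, placed 3 SD over the median of all compounds, cut at about 26% in these data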;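 further: 0% = nicotinamide-treated wells and 100% = cells grown without nicotinamide; some compounds called inactive have numbers as strong as hits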
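assay system = DeaD-strain S. cerevisiae | measured by = absorbance at 615 nm | probe or stimulus = nicotinamide 1.5 mM | buffer or medium = CSMM-D glucose medium, restrictive | times = 48 h at 30 °C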
Phagocytosis inh: inhibitors of macrophage phagocytosis, primary screen, imaging, J774A.1 cells, IgG beads; J774A.1 macrophage IgG-bead phagocytosis; inhibition, % at 5 µM; 110,000 compounds, 0.07% hits; AID 1029, 2008;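 active means inhibition above the mean of the plate negative controls plus 5 SD, cut at about 13% in these data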;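 further: phagocytic index as fraction of beads internalized from green versus red external bead signal; plate controls were DMSO negative control for no effect and cytochalasin-D positive control for full effect; some results beyond the cut were filed as inactive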
GALR2 blocker: GALR2 antagonists in receptor-expressing cells, primary screen; inhibition, % at 4 µM; 140,000 compounds, 0.39% hits; antagonist mode; in the data active means inhibition above about 27%;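 further: cells stimulated with galanin 1-16 at roughly its EC80; 0% = agonist challenge control and 100% = basal control without agonist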
Target sequence (O43603 whole entry, looked up): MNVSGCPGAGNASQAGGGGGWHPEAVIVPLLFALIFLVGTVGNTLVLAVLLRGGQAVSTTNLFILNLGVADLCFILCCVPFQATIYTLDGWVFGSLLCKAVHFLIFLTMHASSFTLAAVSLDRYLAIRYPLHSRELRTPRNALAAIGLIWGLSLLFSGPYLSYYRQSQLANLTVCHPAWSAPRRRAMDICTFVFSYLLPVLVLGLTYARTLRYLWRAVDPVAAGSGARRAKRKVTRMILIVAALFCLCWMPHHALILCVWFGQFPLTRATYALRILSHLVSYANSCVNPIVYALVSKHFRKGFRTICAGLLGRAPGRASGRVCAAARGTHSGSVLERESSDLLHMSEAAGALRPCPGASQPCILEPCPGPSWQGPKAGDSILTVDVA
Yeast growth inh: growth inhibitors of yeast BB579 in restrictive medium, primary screen, yeast lifespan-shortening project, S. cerevisiae; OD615, 48 h; inhibition, % at 10 µM; 140,000 compounds, 0.51% hits; AID 804, 2007;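 active means inhibition above a set limit, 3 SD over the mean compound inhibition, cut at about 44% in these data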; further: inactives centre near -24
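controls = amphotericin B 10 µg/mL, positive | assay system = DeaD yeast strain BB579 | schedule = 48 h compound exposure at 30 °C after 4 h preincubation | detection = OD615 turbidity measurement | medium = restrictive CSMM-D medium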
bCat KO growth: primary screen for growth suppressors in beta-catenin knockout HCT116 cells (colon tumor, human); 140,000 compounds, 1.5% hits; AID 818, 2007; viability, % at 10 µM; HCT116 beta-catenin knockout viability, CellTiter-Glo, 60 h; active compounds read low;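 active means viability at or under a set limit, the compound median less 4 SD, cut at about 6% in these data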;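 further: 0% = Hyamine 1622 control at 20 µM and 100% = untreated cell control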
Measles CPE: compounds protecting cells from measles virus cytopathic effect, primary screen, measles RdRp inhibitor project, single point, MLSMR library, absorbance. Measles virus-infected cells, CPE protection. AID 841, 2007. 140,000 compounds, 1.5% hits. protection (pct of control), % at 4 µM; in the data active means protection mostly above about 24%, no sharp cut-off; inactive means mostly below about 26%; further: some compounds called inactive have numbers as strong as hits
NPY Y2 blocker: NPY-Y2 receptor antagonists, primary screen, cell-based; Neuropeptide Y receptor type 2 (Homo sapiens), P49146; AID 793, 2007; 140,000 compounds, 0.99% hits; inhibition, % at 2.7 µM; NPY-Y2 expressing cells, antagonist mode; in the data active means inhibition above about 17%;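 further: 0% = vehicle with agonist challenge and 100% = reference antagonist with challenge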
Target sequence (P49146 whole entry, looked up): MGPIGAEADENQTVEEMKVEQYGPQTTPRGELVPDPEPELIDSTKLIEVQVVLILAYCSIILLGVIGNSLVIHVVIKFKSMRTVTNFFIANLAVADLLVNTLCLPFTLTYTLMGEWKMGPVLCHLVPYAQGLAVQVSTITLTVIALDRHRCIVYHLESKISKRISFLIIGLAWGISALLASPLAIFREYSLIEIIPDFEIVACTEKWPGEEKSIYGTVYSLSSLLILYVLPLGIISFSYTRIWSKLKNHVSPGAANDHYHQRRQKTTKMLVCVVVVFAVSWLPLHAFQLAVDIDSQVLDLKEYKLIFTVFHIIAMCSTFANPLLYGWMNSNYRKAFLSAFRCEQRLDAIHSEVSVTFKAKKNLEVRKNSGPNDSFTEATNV
E-sel TNF inh: E-selectin induction blockers in HUVEC – imaging, immunofluorescence, high content, primary screen | AID 1246, 2008 | HUVEC TNFa-induced E-selectin immunofluorescence | inhibition, % at 2 µM | 120,000 compounds, 0.71% hits;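 active means inhibition above the batch mean plus 3 SD, and confirmed as a hit on visual image review, cut at about 43% in these data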;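 further: 0% = TNF-stimulated DMSO wells and 100% = unstimulated control wells; not every result past the cut was called active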
* marks the source's active call; other numbers are inactive results; / = not tested or not shown; & = joins results of further samples.

(1) CCOC(=O)c1ccc(N/C=C\C(=O)c2cccc(OC)c2)cc1
(2) CCc1cc(=O)oc2cc(OCc3nn[nH]n3)ccc12
(3) CCCCC/C=N\NC(=O)Cc1ccc([N+](=O)[O-])cc1
(4) O=[N+]([O-])/C(C(Cl)=C(Cl)Cl)=C(\Nc1ccc(F)cc1)n1cncn1
(5) COCCn1c(C)c(C(=O)O)sc1=S
(6) Cc1ccc(C(NC(N)=O)c2ccccc2)cc1 (stereo not given)
(7) Cc1cccc2c1N(C(=O)CN1C(=O)c3ccccc3C1=O)C(C)(C)c1ssc(=S)c1-2
(8) COc1ccc2c(c1)c(=O)c(C(=O)c1ccc(Cl)cc1)cn2CC(=O)Nc1ccc(F)cc1
(9) O=C(Cc1cc(=O)[nH][nH]1)N/N=C/c1c(Cl)cccc1Cl
(10) Cc1ccc(S(=O)(=O)NC2=NCN(CCOC(=O)c3ccc([N+](=O)[O-])cc3)CN2)cc1

Screen / compound no. | 1 | 2 | 3 | 4 | 5 | 6 | 7 | 8 | 9 | 10
HCT116 PTEN-null | 82.7 | 96.9 | 105.2 | 93.2 | 118.8 | 90.9 | 82.3 | 51.2 | 97.2&93.4 | 85.1
MRP1 act | -2.4 | 0.8 | 1.1 | -1.4 | -2.0 | -0.7 | 1.3 | -1.8 | -1.6&-1.8 | -2.1
Yeast lifespan up | 1.8 | 2.8 | -7.1 | 10.1 | -6.8 | -11.2 | 4.6 | 0.5 | 7.5&2.4 | 1.4
Phagocytosis inh | -3.6 | -0.4 | -7.6 | -1.5 | -3.9 | 1.7 | -6.4 | / | -5.5&-10.5 | /
GALR2 blocker | 9.5 | -7.3 | 2.3 | 6.7 | -13.3 | -3.9 | -2.1 | 4.8 | 4.5&3.9 | -5.0
Yeast growth inh | -23.1 | -40.6 | -0.3 | -11.8 | -3.2 | -47.8 | -16.2 | -23.9 | 3.0&-4.9 | -34.7
bCat KO growth | 75.8 | 93.8 | 85.2 | 95.5 | 95.2 | 82.5 | 83.9 | 85.6 | 87.0&96.3 | 90.5
Measles CPE | 15.6 | 6.7 | 22.4 | 8.9 | 0.3 | 5.6 | 7.3 | 20.6 | 8.8&12.8 | 3.5
NPY Y2 blocker | 5.2 | 3.8 | 2.5 | 0.0 | 1.4 | 1.6 | -4.0 | -0.2 | 0.2&-0.4 | -3.3
E-sel TNF inh | / | 7.3 | 19.8 | 9.0 | 12.4 | -0.5 | -2.0 | -15.6 | 13.7 | -10.5

(11) CC(=O)c1c(C)[nH]c(C(=O)OCC(=O)N(C)C)c1C
(12) Cc1ccc2c(c1)C(=O)c1ccccc1CS2=O (stereo not given)
(13) Cc1ccccc1CSc1nnc(-c2ccccn2)n1N
(14) O=C(CN1C(=O)CSc2ccc(S(=O)(=O)N3CCCCC3)cc21)NCc1cccnc1
(15) CCC(C)[C@H](NC(=O)NCc1cccc(OC)c1)C(=O)O (stereo not given in full)
(16) CCOC(=O)c1cnc(SCC(=O)Nc2nnc(CC)s2)nc1N
(17) C=C(C)COc1ccc(-c2n[nH]c(C)c2-c2ccccc2)c(O)c1
(18) COc1cc(C=O)ccc1OCc1c(C)noc1C
(19) O=C(C[n+]1ccc(-c2nnc3n2CCC3)cc1)c1ccc(Cl)c(Cl)c1
(20) COc1cc(/C=N/NC(=O)c2ccc(-c3ccccc3)cc2)cc(OC)c1OC

Screen / compound no. | 11 | 12 | 13 | 14 | 15 | 16 | 17 | 18 | 19 | 20
HCT116 PTEN-null | 80.1 | 96.6 | 105.3 | 95.0 | 95.8 | 103.6 | 38.4 | 99.0 | 103.1 | 75.2
MRP1 act | -2.1 | -0.3 | -0.5 | -3.0 | -0.3 | -1.2 | -1.7 | -4.0 | 3.3 | -0.7
Yeast lifespan up | -6.3 | -0.8 | -15.5 | 3.0 | -3.6 | -7.5 | -12.9 | 5.9 | -3.7 | 6.3
Phagocytosis inh | / | -0.4 | 0.1 | -1.9 | -0.7 | -0.3 | -0.8 | 3.0 | -11.8 | -1.5
GALR2 blocker | 1.2 | 5.0 | -2.1 | 1.6 | 2.4 | -12.1 | 3.7 | 7.4 | 3.0 | 2.5
Yeast growth inh | 7.7 | -23.9 | -4.5 | -29.9 | -53.5 | 16.0 | -7.6 | -39.3 | -18.9 | -21.0
bCat KO growth | 90.4 | 99.3 | 103.3 | 92.0 | 110.3 | 94.6 | 45.6 | 99.4 | 94.5 | 68.6
Measles CPE | 3.7 | 6.8 | 2.5 | 6.2 | 4.5 | 2.0 | 0.9 | 0.7 | 19.7 | 10.8
NPY Y2 blocker | -1.1 | 1.3 | 1.9 | 1.6 | 2.2 | 1.6 | -3.9 | 3.8 | 5.9 | 2.9
E-sel TNF inh | -41.2 | / | / | 11.0 | 18.6 | -7.2 | -3.4 | -0.1 | / | -7.5

(21) CCOC(=O)c1cnc2ccc(C(=O)OC)cc2c1NCc1ccco1
(22) COc1cccc(C(=O)NC2CCN(CC(=O)NCc3ccccc3OC)CC2)c1
(23) C=CCNC(=O)/C(=C\c1cccc([N+](=O)[O-])c1)NC(=O)c1ccccc1
(24) Cc1cc(C)cc(NC(=O)CSc2nnc(-c3ccccc3Br)o2)c1
(25) CSc1cccc(NC(=O)CSc2ccccc2)c1

Screen / compound no. | 21 | 22 | 23 | 24 | 25
HCT116 PTEN-null | 45.5 | 91.4 | 100.9 | 68.0 | 93.6
MRP1 act | -1.4 | -4.7 | -1.1 | -1.4 | -0.6
Yeast lifespan up | -8.8 | -12.1 | 3.0 | -0.6 | -12.7
Phagocytosis inh | 0.0 | -1.7 | 6.9 | -0.9 | -2.1
GALR2 blocker | -13.4 | -12.7 | 3.6 | 0.8 | -1.8
Yeast growth inh | -40.8 | -10.1 | -50.9 | -30.7 | -19.1
bCat KO growth | 46.1 | 100.0 | 92.5 | 67.0 | 108.2
Measles CPE | 1.7 | 18.4 | 8.1 | 11.3 | 2.7
NPY Y2 blocker | 4.2 | 1.6 | 3.1 | 4.4 | 3.9
E-sel TNF inh | -16.8 | 5.1 | / | / | -16.4

In the list so far, five contain a halogen.
(4) O=[N+]([O-])/C(C(Cl)=C(Cl)Cl)=C(\Nc1ccc(F)cc1)n1cncn1
(8) COc1ccc2c(c1)c(=O)c(C(=O)c1ccc(Cl)cc1)cn2CC(=O)Nc1ccc(F)cc1
(9) O=C(Cc1cc(=O)[nH][nH]1)N/N=C/c1c(Cl)cccc1Cl
(19) O=C(C[n+]1ccc(-c2nnc3n2CCC3)cc1)c1ccc(Cl)c(Cl)c1
(24) Cc1cc(C)cc(NC(=O)CSc2nnc(-c3ccccc3Br)o2)c1

Screen / compound no. | 4 | 8 | 9 | 19 | 24
HCT116 PTEN-null | 93.2 | 51.2 | 97.2&93.4 | 103.1 | 68.0
MRP1 act | -1.4 | -1.8 | -1.6&-1.8 | 3.3 | -1.4
Yeast lifespan up | 10.1 | 0.5 | 7.5&2.4 | -3.7 | -0.6
Phagocytosis inh | -1.5 | / | -5.5&-10.5 | -11.8 | -0.9
GALR2 blocker | 6.7 | 4.8 | 4.5&3.9 | 3.0 | 0.8
Yeast growth inh | -11.8 | -23.9 | 3.0&-4.9 | -18.9 | -30.7
bCat KO growth | 95.5 | 85.6 | 87.0&96.3 | 94.5 | 67.0
Measles CPE | 8.9 | 20.6 | 8.8&12.8 | 19.7 | 11.3
NPY Y2 blocker | 0.0 | -0.2 | 0.2&-0.4 | 5.9 | 4.4
E-sel TNF inh | 9.0 | -15.6 | 13.7 | / | /
